# KCNH2 WT inh = blocks the wildtype human KCNH2 potassium channel; 340,000 compounds, 0.37% hits; Q12809; U2OS, BacMam KCNH2, thallium flux FluxOr; active compounds read low; AID 720551; activity change, % at 1.84 µM;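 active = maximum activity change below -70%; inconclusive = maximum activity change between -70% and -50%; inactive = maximum activity change above -50%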; note: % is set by controls: 0 for no effect and ±100 for the full control effect
#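 U2OS cells were transduced with wild-type KCNH2 virus (2.03 x 10^8 / mL) for 4 h at room temperature, then cultured overnight at 37 C. Thallium flux was read with FluxOr dye. Rate constants were normalized to DMSO controls.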
# USP2a inh = inhibitors of human ubiquitin-specific protease USP2a | USP2 core, Ub-CHOP2 coupled fluorogenic reporter, 485/531 | Potency, µM (titrated, usually from 38.3 µM), for the others: top-dose activity change, negative = inhibition, most hits filed as inhibitors | 330,000 compounds, 0.01% hits | AID 463254;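 note: potency is the fitted concentration of half-maximal effect; plate controls were DMSO wells for no effect and full inhibition by NEM control for full effect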
#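 Deubiquitinase activity read as fluorescence (485/531 nm) after Ub-CHOP2 cleavage activates the enterokinase reporter on its substrate; USP2 core 10nM, Ub-CHOP2 and substrate 25nM each, 30min compound preincubation then 60min RT; data normalized to NEM, curves fitted.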
# A-T KAP1 phos = potential ataxia-telangiectasia treatments restoring KAP-1 phosphorylation | […] A-T fibroblasts, KAP-1 phosphorylation AlphaLISA; neocarzinostatin DNA damage 30 min before lysis | Potency, µM (top dose mostly 57.5 µM), for the others: at the highest dose activation, actives largely listed as activators | 320,000 compounds, 0.19% hits | AID 485349; note: potency is the fitted concentration of half-maximal effect; % of control where 0% means no effect; nearly all actives have a fitted effect of over 45% in size
#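 ATM-like activity read as KAP-1 phosphorylation via AlphaLISA donor/acceptor antibody pairs after lysis and 6 hr at 25C. Cells were ATM-null patient fibroblasts ([…], hTERT), dosed 60 min, then exposed to the DSB inducer NCS for 30 min.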
# TSHR antag = antagonists of human thyroid stimulating hormone receptor. activity change, negative = inhibition, % at 11.5 µM. AID 504810. TSHR-expressing cells, TSH-stimulated cAMP HTRF, 2 h; active compounds read low. 330,000 compounds, 0.2% hits;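 active = activity change below a set negative limit, meaning inhibition stronger than a set level, cut at about -70% in these data; inconclusive = activity change between two set negative limits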; note: % is set by controls: 0 for no effect and ±100 for the full control effect
# Target sequence (P16473 whole entry, looked up): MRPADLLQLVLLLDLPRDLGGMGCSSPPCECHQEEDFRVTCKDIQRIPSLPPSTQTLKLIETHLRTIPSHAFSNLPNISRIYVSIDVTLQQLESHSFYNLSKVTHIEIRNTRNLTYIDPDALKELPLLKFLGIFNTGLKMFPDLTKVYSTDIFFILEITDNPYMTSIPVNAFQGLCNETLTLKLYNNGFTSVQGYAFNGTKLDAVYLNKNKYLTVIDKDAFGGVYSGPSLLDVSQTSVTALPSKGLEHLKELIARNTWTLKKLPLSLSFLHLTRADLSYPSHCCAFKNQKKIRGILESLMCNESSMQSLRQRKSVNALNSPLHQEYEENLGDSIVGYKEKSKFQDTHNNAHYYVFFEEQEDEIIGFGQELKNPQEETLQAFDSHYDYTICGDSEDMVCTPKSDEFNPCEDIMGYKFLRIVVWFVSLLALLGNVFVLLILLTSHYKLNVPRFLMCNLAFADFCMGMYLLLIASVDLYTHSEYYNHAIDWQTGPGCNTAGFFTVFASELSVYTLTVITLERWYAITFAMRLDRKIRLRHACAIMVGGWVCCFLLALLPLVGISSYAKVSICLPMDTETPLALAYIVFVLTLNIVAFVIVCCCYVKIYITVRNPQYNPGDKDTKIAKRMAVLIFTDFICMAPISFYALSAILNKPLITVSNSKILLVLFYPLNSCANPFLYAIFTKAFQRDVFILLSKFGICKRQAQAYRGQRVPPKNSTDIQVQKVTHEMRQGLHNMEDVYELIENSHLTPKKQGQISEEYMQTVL
#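 TSHR-expressing cells were treated with compounds, then stimulated with TSH at EC80 (4nM final) for 2 hours at 37 deg C. Cellular cAMP was measured by HTRF competition between lysate cAMP and cAMP-d2 for a cryptate-labelled anti-cAMP antibody.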
# ELG1 repair inh = inhibitors of ELG1-dependent DNA repair in HEK293T cells. HEK293T ELG1-luciferase reporter, luminescence, 16 h; DNA damage induced by 5-fluorouridine. Potency, µM (titrated, usually from 46.1 µM), for inactives: top-dose activity change, negative = inhibition, actives largely listed as inhibitors. 330,000 compounds, 2.3% hits. AID 504467; note: potency is the fitted concentration of half-maximal effect; % is set by controls: 0 for no effect and ±100 for the full control effect; nearly all actives have a fitted effect of over 55% in size
#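 Quantitative HTS, concentration-response format. 2,000 cells/well co-treated with 5-fluorouridine and compound, 16 hr in 5% CO2 at 37 °C; ONE-Glo luminescence read after 30 min.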
# KCNH2 3.1 inh = blocks the human KCNH2 3.1 channel isoform; U2OS KCNH2 3.1, thallium flux FluxOr; active compounds read low; activity change, % (tested at about 1.8 µM); 340,000 compounds, 0.95% hits; AID 720553;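 active = maximum activity change below -70%; inconclusive = maximum activity change from -70% to -50%; inactive = maximum activity change above -50%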;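 note: thallium influx rate constant from kinetic fluorescence after stimulation buffer; % is set by controls: 0 for no effect and ±100 for the full control effect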
#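 Measured as rate of thallium-driven FluxOr signal in transduced U2OS cells carrying the 3.1 channel, read kinetically for 2 min upon stimulation; values are rate constants scaled to DMSO control wells.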
# TCR act = activates T cell receptor signaling. primary human leukocytes, anti-CD3, IL-2 HTRF, 48 h. AID 504894. Potency, µM (doses to about 9.22 µM), inactives show top-dose activation of IL-2 secretion, hits mostly activators. 330,000 tested, under 10 active; note: % of control where 0% means no effect
#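 TCR engagement came from a-CD3 beads alone, with compounds added to primary human leukocytes for 48 hr. Secreted IL-2 bridged europium cryptate- and d2-labelled anti-IL-2 antibodies, giving FRET emission at 665nm after 320nm excitation.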
# Mito fusion yeast = inhibitors of mitochondrial division or activators of mitochondrial fusion | 320,000 compounds, 0.23% hits | Potency, µM (highest dose often 46.1 µM), for the others: at the top dose growth rescue (activation), usual class: activators | S. cerevisiae fusion-defective mutant growth rescue, CellTiterGlo 48 h;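 note: potency is the fitted concentration of half-maximal effect; % of control where 0% means no effect; nearly all actives have a fitted effect of over 45% in size; temperature-sensitive fusion mutants such as fzo1-1 at 37 °C on non-fermentable ethanol glycerol medium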
#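 Read-out: ATP-based luminescence (CellTiterGlo, 10 min ambient) reporting growth of fusion-defective ts yeast after 48 hours at 37C on glycerol/ethanol YPEG medium in the presence of compound.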
# TRPV1 agonist = activates the human vanilloid receptor TRPV1 | TRPV1-expressing cells, Fluo-8 calcium influx, agonist mode | Q8NER1 | activation, % at 8.33 µM | 320,000 compounds, 0.19% hits | AID 540275; in the data active = activation above about 80%; inconclusive = between about 30% and that limit; note: 0% is about no effect
#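 Fluo-8 calcium influx in TRPV1-expressing cells, kinetic read (ex 480/em 520 nm). Compound added and read 3 min for agonist activity, followed by capsaicin at EC20 final and 2 min further read for enhancement.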
# Eya2 inh = inhibitors of human Eya2 phosphatase activity | recombinant Eya2, OMFP fluorescence dephosphorylation (OMFP is methylfluorescein phosphate) | Potency, µM (series often up to 76.9 µM), for inactives: at the highest dose activity, negative = inhibition, hits mostly inhibitors | 330,000 compounds, 0.006% hits; note: potency is the fitted concentration of half-maximal effect; % is set by controls: 0 for no effect and ±100 for the full control effect
#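 Eya2 (0.2 uM) preincubated 10 min at ambient with compound, then OMFP substrate added at 50 uM; 10 min reaction in 50 mM HEPES pH 7.5, 50 mM NaCl, 5 uM MgCl2, 0.05% BSA, 1 mM DTT. Fluorescence read at Ex 485/Em 525 nm.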
# * marks the source's active call; other numbers are inactive results; ? = inconclusive; nt = no result given; & = joins results of further samples; [ ] = remark or other dose. Unless noted, calls come from the whole dose curve; as a rule, active = well fitted curve in the direction sought with a large enough effect; inconclusive = small, poorly fitted or top-dose-only effect, or another doubt; inactive = no such curve, though single readings can be large; an effect the other way counts as inactive or inconclusive. The list is partial; rates above refer to the full screens.
SMILES,KCNH2 WT inh,USP2a inh,A-T KAP1 phos,TSHR antag,ELG1 repair inh,KCNH2 3.1 inh,TCR act,Mito fusion yeast,TRPV1 agonist,Eya2 inh
CCc1c(C(C)O)oc2ccc3c(C)cc(=O)oc3c12 (configuration not stated),nt,0%,-3%,-4,?,nt,nt,-1%,-2,-16%
COC(=O)c1ccccc1NC(=O)Nc1cc(C)ccn1,nt,-1%,-1%,7,-13%,-1,-2%,-2%,0,7%
CCc1ccc2c(c1)C1(NN=C(c3ccccc3)S1)C(=O)N2 (configuration not stated),31,-12%,-2%,26,3%,-2,-5%[46.1 µM],?,-2,1%
COc1ccc(/C=N/NC(=O)C2CC2)c(OC)c1OC,-4,-2%,12%,18,0%,8,-3%,0%,-5,-16%
COc1cc(C(O)C(=O)O)ccc1O (configuration not stated),-6,0%,-4%,-9&3,17%,-11,-2%,-8%&4%,-2,-10%&9%
COC(=O)c1[nH]c2ccccc2c1NC(=O)c1ccccc1F,4,-1%,1%,-11,-15%,3,4%,3%,22,?
O=C1CN(C(=O)c2ccco2)c2ccccc2N1,24,1%,1%,-2,6%,-7,-2%,0%,1,12%
Cc1ccc(S(=O)(=O)NCC(=O)Nc2cccc([N+](=O)[O-])c2)cc1,-3,2%,5%,-18,-9%,-5,-1%,-1%,1,-23%
Cn1c(/C=N/NC(=O)c2ccccc2Br)nc2ccccc21,-2,2%,-5%,32,-9%,11,-4%,1%,20,10%
CC1=C(NCCc2ccccc2)CCC1=O,2,1%,7%,-4,6%,23,-8%,-1%,3,10%
CC(=O)Nc1ccc(/C=N/NC(=O)c2cc3cc(C)ccc3nc2C)cc1,5,3%,3%,-5,?,-2,1%,1%,8,-5%
CCc1ccc(NC(=O)NCC2CCN(c3ccc(OC)cc3)C2)cc1 (configuration not stated),-1,0%,-9%,-2,3%,-9,-1%,-4%,?,-15%

# Retrieved by compound from above, 3 records:
SMILES,KCNH2 WT inh,USP2a inh,A-T KAP1 phos,TSHR antag,ELG1 repair inh,KCNH2 3.1 inh,TCR act,Mito fusion yeast,TRPV1 agonist,Eya2 inh
CCc1c(C(C)O)oc2ccc3c(C)cc(=O)oc3c12 (configuration not stated),nt,0%,-3%,-4,?,nt,nt,-1%,-2,-16%
CC(=O)Nc1ccc(/C=N/NC(=O)c2cc3cc(C)ccc3nc2C)cc1,5,3%,3%,-5,?,-2,1%,1%,8,-5%
COc1cc(C(O)C(=O)O)ccc1O (configuration not stated),-6,0%,-4%,-9&3,17%,-11,-2%,-8%&4%,-2,-10%&9%

# Next part:
SMILES,KCNH2 WT inh,USP2a inh,A-T KAP1 phos,TSHR antag,ELG1 repair inh,KCNH2 3.1 inh,TCR act,Mito fusion yeast,TRPV1 agonist,Eya2 inh
Cc1cc2cc3c(cc2nc1SCC(=O)N1c2ccccc2CC1C)OCO3 (configuration not stated),-4,2%,-1%,-13,?,1,-8%[46.1 µM],17%,4,5%
CC(=O)Nc1cc(-c2ccccc2)nn1Cc1ccc(Cl)cc1,-11,-1%,3%,-10,-25%,0,7%,2%,29,-5%
CC(C)(C)c1nnc(NC(=O)CS(=O)(=O)Cc2ccccc2)s1,1,7%,-1%,13,5%,-10,-2%,-6%,-1,5%
COC(=O)[C@@]12CCCN1[C@H](c1ccc(-c3cccc(Cl)c3)cc1)[C@H]1C(=O)N(C)C(=O)[C@H]12,2,-2%,-6%,-22,?,-23,-1%,18%,26,-6%
COc1ccc(C(=O)CSc2nnc(Cn3nnc4ccccc43)n2C)cc1,-8,4%,-4%,6,?,3,nt,-4%,-1,15%
COc1ccc(/C=C2/CCc3ccccc3C2=O)cc1CN1CCOCC1,24,0%,3%,1,?,-20,1%[46.1 µM],27%,12,-5%
COc1cc(/C=N\NC(=O)c2ccc(-c3ccccc3)cc2)cc(Br)c1O,26,0%,17%,29,-23%,nt,3%,2%,?,-4%
Cc1ccc2oc(=O)c(/C=C(\O)C(C)(C)C)nc2c1,-14,0%,-3%,0,-6%,-7,7%,-7%,-1,4%
COc1ccc(CCc2cc(OC)cc(=O)o2)cc1,1,-6%,-11%,-8,10%,-14,7%,-4%,1,9%
OCC1(CCc2ccccc2)CCN(Cc2cc(F)ccc2-n2cccn2)CC1,-28,0%,3%,7,11%,-99*,-3%,3%,6,-1%
Cc1ccc(S(=O)(=O)CCC(=O)N(CCN2CCOCC2)c2nc3ccccc3s2)cc1,-6,2%,12%,-4,?,8,1%,-2%,4,1%
O=C(COc1ccc([N+](=O)[O-])cc1)NCCc1nc2ccccc2[nH]1,2,6%,-9%,2,?,-27,6%,4%,-1,-3%
COc1cc(C(=O)NNC(=O)C2CSC3(C)CCC(=O)N23)cc(OC)c1OC (configuration not stated),1,-3%,-12%,2,10%,8,nt,-1%,-3,10%
Cc1ccc(C)n1N1C(=O)/C(=C\c2ccc(Cl)cc2)SC1=S,-35,-12%,3%,-8,0%,-26,-1%,-7%,1,-2%
CN(c1cccc(NS(=O)(=O)c2ccccc2)c1)S(C)(=O)=O,-2,3%,9%,-27,2%,5,5%,12%,-1,2%
Cc1ccc(-c2ccc(=O)n(CC(=O)NCCN3C(C)CCCC3C)n2)cc1 (configuration not stated),0,1%,-4%,0,4%,3,1%,-2%,-1,2%
O=C(c1ccc(NS(=O)(=O)c2ccc(F)cc2)cc1)N1CCCCC1,-15,3%,9%,-7,10%,0,0%,2%,-3,-20%
COc1ccc(Cl)cc1NC(=O)C(=O)NCc1ccncc1,1,-2%,2%,-9,18%,-4,6%,0%,?,3%
O=C(c1ccc(N2CCOCC2)cc1[N+](=O)[O-])N1CCOCC1,12,3%,-5%,0,-4%,7,-2%,-5%,5,13%
COC(=O)c1cc(S(=O)(=O)NCc2ccccc2Cl)c[nH]1,27,0%,2%,-3,3%,0,-23%,1%,-1,-8%
Cc1cccnc1NC(=O)C1CCCN(S(=O)(=O)c2ccc3c(c2)oc(=O)n3C)C1 (configuration not stated),-2,1%,-5%,5,-4%,5,3%,0%,-3,3%
Cc1ccc(SCC(=O)Nc2ccc(-c3nc4ccccc4[nH]3)cc2)cc1,5,1%,2%,-3,9%,-35,-1%[46.1 µM],-6%,7,-1%
COCCN(C(=O)C1CC(=O)N(Cc2ccccc2)C1)c1nc(-c2ccc([N+](=O)[O-])cc2)cs1 (configuration not stated),1,-1%,-3%,-8,?,-50,3%,?,-3,10%
CCN(CC)S(=O)(=O)c1ccc(NC(=O)c2ccc(N(C)S(C)(=O)=O)cc2)cc1,2,-2%,nt,-17,3.7µM*,-20,0%[46.1 µM],-3%,25,-1%
CSc1ccc(CNCc2ccco2)cc1,-4,1%,3%,-4,15%,5,nt,0%,-1,14%
Nc1nc(-c2ccc3c(c2)OCCO3)c(CC(=O)O)s1,-14,1%,8%,4,-7%,-5,nt,2%,2,11%
C[C@@H](CN1CCC[C@H]1CN1C(N)=NC[C@@H]1Cc1ccccc1)N1C[C@@H](Cc2ccccc2)N(CCc2ccc(Cl)c(Cl)c2)C1=N,-3,1%,8%,-13,14%,9,-2%,nt,nt,-10%
O=C(c1ccc(F)cc1)N1CCN2C(=O)c3ccccc3C12c1ccccc1 (configuration not stated),4,2%,-19%,-6,-6%,0,-2%,3%,8,-29%
COC(=O)CS(=O)(=O)c1ccc2c(c1)CC(=O)N2,1,0%,-6%,-1,11%,-13,5%,-3%,0,8%
S=C(NCCc1ccc(Cl)cc1)NC1CC1,7,4%,-6%,8,23%,7,4%,0%,?,-10%
CCC(C)[C@@H](CN(N=O)[C@@H](Cc1ccccc1)CN(C)N=O)N(CCc1ccccc1)N=O (some centres not stated),-11,1%,2%,-11,-10%,-6,-3%,5%,2,-5%
Cc1ccccc1C(=O)Nc1ccc(N2CCOCC2)nc1,1,1%,4%,-17,?,6,-3%,-1%,1,-14%
Cc1ccc(NCC(=O)Nc2c(C)n(C)n(-c3ccccc3)c2=O)cc1S(=O)(=O)N(C)C,-1,8%,11%,12,0%,11,3%,2%,0,8%
OCc1cn(-c2ccccc2)nc1-c1ccc2c(c1)OCCO2,-1,1%,8%,0,?,-10,3%,22%,12,-1%
O=C(CN1C(=O)COc2ccccc21)NCCN1CCCC1,1,1%,1%,-4,14%,-10,4%,-6%,0,13%
Cc1cccc(C)c1Nc1nc2ccccc2o1,33,1%,12%,4,-7%,-1,-7%,-7%,-5,13%
Cc1cccc(-c2nnc(SCc3nc4ccccc4[nH]3)n2Cc2ccco2)c1,-2,3%,0%,1,?,-3,-1%,-3%,7,4%
O=S(=O)(NCc1csc(-c2cccnc2)n1)c1cccs1,1,4%,5%,-7,-6%,-30,-2%,2%,1,10%
O=C(OCC(=O)N1CCOCC1)c1cc2ccccc2oc1=O,5,1%,-2%,-9,?,10,-3%,-6%,2,-13%
CC(NC(=S)Nc1ccc([N+](=O)[O-])cc1)c1ccncc1 (configuration not stated),4,8%,-2%,-17,?,-10,8%,-1%,0,0%
